High-throughput results as filed in PubChem BioAssay.
FECH block – inhibitors of human ferrochelatase, primary screen, biochemical, purified FECH, Ni-mesoporphyrin absorbance | Ferrochelatase, mitochondrial (Homo sapiens), P22830 | Ni-mesoporphyrin absorbance 550 nm | calls only at 10 µM (by protocol) | 3.3% of 20,000 active | AID 1671448, 2021;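 active = enzyme reaction rate more than 3 SD below the solvent-only control wells on the same plate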;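 note: lower slope than DMSO wells means FECH inhibition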
Target sequence (P22830 whole entry, looked up): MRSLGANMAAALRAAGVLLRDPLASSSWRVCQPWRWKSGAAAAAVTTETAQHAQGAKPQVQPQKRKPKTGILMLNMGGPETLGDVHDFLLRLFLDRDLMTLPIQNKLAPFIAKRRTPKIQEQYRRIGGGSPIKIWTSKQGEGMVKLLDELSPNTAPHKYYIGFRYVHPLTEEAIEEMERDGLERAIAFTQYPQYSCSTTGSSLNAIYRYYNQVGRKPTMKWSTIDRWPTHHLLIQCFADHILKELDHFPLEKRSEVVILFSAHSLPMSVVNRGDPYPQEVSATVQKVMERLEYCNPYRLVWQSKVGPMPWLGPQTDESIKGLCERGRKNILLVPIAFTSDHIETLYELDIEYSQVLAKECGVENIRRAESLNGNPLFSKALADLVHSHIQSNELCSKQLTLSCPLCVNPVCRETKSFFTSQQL
Calls only; i = inactive; + = active, no number. The list is partial (hit frequency here may not be typical).

Preview (four entries):
SMILES | FECH block
COc1cc(NC(=O)CSc2ncnc3nc(N(C)C)sc23)cc(OC)c1 | i
CCc1c(C)nc(SCc2nc(-c3cccc(Cl)c3)oc2C)[nH]c1=O | i
Cc1cc(C)c2c(CC(=O)NCCc3nnc(N)s3)coc2c1C | i
CCOC(=O)c1ccc(NC(=O)CN2CCN(Cc3ccc(F)cc3)S2(=O)=O)cc1 | i

All compounds of this part (from the top)
SMILES | FECH block
COc1cc(NC(=O)CSc2ncnc3nc(N(C)C)sc23)cc(OC)c1 | i
CCc1c(C)nc(SCc2nc(-c3cccc(Cl)c3)oc2C)[nH]c1=O | i
Cc1cc(C)c2c(CC(=O)NCCc3nnc(N)s3)coc2c1C | i
CCOC(=O)c1ccc(NC(=O)CN2CCN(Cc3ccc(F)cc3)S2(=O)=O)cc1 | i
CCc1ccc(-c2nccn2-c2cccnc2OC)o1 | i
O=C(O)C1CC2(CCNCC2)CN1C(=O)c1scc2c1CCCC2 (stereo unspecified) | i
COc1c(F)cccc1C(=O)NCc1noc(-c2ccco2)n1 | i
O=S(=O)(c1cc2ccccc2o1)N1CCCn2cncc2C1 | i
CCS(=O)(=O)N1CCC(n2c(COC)nc3cccnc32)CC1 | i
Cc1cccc(C(C(=O)NCc2cnc(C)cn2)N(C)C)c1 (stereo unspecified) | i
CCOc1ccc(C(=O)Nc2cc(C)nn2-c2ncnc3c2cnn3-c2cccc(C)c2C)cc1 | i
CCOc1ccccc1C(=O)Nc1ccccc1Sc1cc(C)nc2nc(-c3ccccc3)nn12 | i
Cc1cn2cc(CNC(=O)c3ccc(C4CCCO4)s3)nc2s1 (stereo unspecified) | i
CC(=O)N1CCC(N2CCN(c3ccncc3F)CC2)CC1 | i
CCNC(=O)C1CCN(Cc2ccc(C(=O)Nc3c(C)cnn3C)cc2)C1 (stereo unspecified) | i
CN(C)CC1(O)CCCN(C(=O)c2ccc(C(F)(F)F)[nH]c2=O)C1 (stereo unspecified) | i
CN1C(=O)C(CCC(=O)N2CCCOCC2)(Cc2ccccc2)c2ccccc21 (stereo unspecified) | i
CCc1ccc(S(=O)(=O)N2CCN(c3cc(-c4cccc(F)c4)ncn3)CC2)cc1 | i
COc1ccc(-c2cn(CC3CCCN(c4ncccn4)C3)nn2)cc1 (stereo unspecified) | i
CCCNc1nc(Nc2ccc(OCC)cc2)c2cnn(-c3ccccc3)c2n1 | i
O=C(O)C1CC(=O)N(CCC2=CSC3=NCCCN23)C1 (stereo unspecified) | i
Cc1cccc(N(C)S(=O)(=O)c2ccc3c(c2)CCN3C(=O)CCC(=O)N2CCOCC2)c1 | i
Cc1nc(N)sc1C(=O)NCCCc1ccco1 | i
Clc1cccc(Nc2nc(NCc3ccco3)nc3c2cnn3-c2ccccc2)c1 | i
COc1ccc(Nc2cc(C)nc(Nc3ccc(NC(=O)c4cc(OC)cc(OC)c4)cc3)n2)cc1 | i

Filtered by structure: the entries above containing a thiophene ring, fused or not (2)
SMILES | FECH block
O=C(O)C1CC2(CCNCC2)CN1C(=O)c1scc2c1CCCC2 (stereo unspecified) | i
Cc1cn2cc(CNC(=O)c3ccc(C4CCCO4)s3)nc2s1 (stereo unspecified) | i

Additional entries:
SMILES | FECH block
COc1ccc(N2C(=O)CCS2(=O)=O)cc1S(=O)(=O)NCCc1c[nH]c2ccccc12 | i
Cc1nc(CNC(=O)c2ccccc2-n2cncn2)nc2c1CCCC2 | i
COc1ccc(OC)c(Nc2nc(NCCO)nc3c2cnn3-c2ccccc2)c1 | i
Cc1noc(C)c1S(=O)(=O)N1CCN(c2cc(-c3ccc(F)cc3)ncn2)CC1 | i
COCCCNC(=O)CN1C(=O)CC(c2ccc(Br)s2)=Nc2ccccc21 | i
COc1ccccc1-n1nc(C(C)C)nc1Cc1cc(C)no1 | i
CCCCOc1ccc(S(=O)(=O)N2CCN(c3nc(C)cc(N4CCCC4)n3)CC2)cc1 | +
CCN(c1ccccc1)S(=O)(=O)c1cc(N2C(=O)CCS2(=O)=O)ccc1C | i
CN(C)c1nc2c(c(NCCCCc3ccccn3)n1)CCNC2 | i
CCN(CC)C(=O)[C@@H]1C[C@H](N)CN1C(=O)Cc1ccc(SC)cc1 | i
CCc1ccc(N2C(=O)N(CC(=O)NCCCc3ccccc3)c3ccccc3S2(=O)=O)cc1 | i
CCC(C)Nc1nc(Nc2ccc(Cl)cc2)c2cnn(-c3ccccc3)c2n1 (stereo unspecified) | i
C=CCN(Cc1ccccc1C)Cc1cccnc1NC | i
CCn1c(=O)n(Cc2ccncc2)c(=O)c2cnc(-c3ccc(OC)cc3)nc21 | +
CC(=O)Nc1ccc(S(=O)(=O)N2CCN(Cc3nc4cccnc4n3-c3cc(C)cc(C)c3)CC2)cc1 | i
Cc1ccccc1N1CCN(c2nc(N(C)C)nc3c2CCNC3)CC1 | i
O=C(c1cc2sccc2[nH]1)N1CCCC(Nc2ccc3c(c2)OCO3)C1 (stereo unspecified) | i
Cc1ccc(CNC(=O)C2(C)Cn3nc(C(=O)NCCCOC(C)C)cc3C(=O)N2C)cc1 (stereo unspecified) | i
CCN1CCN(c2c(Cl)cccc2NC(=O)C2=NNC(=O)CC2)CC1 | i
c1ccc(CCC2CN(Cc3ccccc3-n3cccn3)CCO2)cc1 (stereo unspecified) | i
OCC1(Cc2ccccc2F)CCCN(c2noc(-c3ccccc3)n2)C1 (stereo unspecified) | i
CC(=O)N1CCC(Cn2ccnc2-c2cc3ccccc3s2)CC1 | i
CCc1nc(OCC(=O)NCc2ccccc2Cl)c2c(-c3ccc(F)cc3)noc2n1 | i
CCCc1cc(Sc2ccc(NS(=O)(=O)c3cc(Cl)ccc3OC)cc2)n2ncnc2n1 | i
CC(Cc1ccco1)NS(=O)(=O)c1cc(C(=O)N2CCCC2)cs1 (stereo unspecified) | i

Reformatted: results already given
CCc1ccc(N2C(=O)N(CC(=O)NCCCc3ccccc3)c3ccccc3S2(=O)=O)cc1
  FECH block: i

CCC(C)Nc1nc(Nc2ccc(Cl)cc2)c2cnn(-c3ccccc3)c2n1 (stereo unspecified)
  FECH block: i

C=CCN(Cc1ccccc1C)Cc1cccnc1NC
  FECH block: i

CCn1c(=O)n(Cc2ccncc2)c(=O)c2cnc(-c3ccc(OC)cc3)nc21
  FECH block: +

New compounds follow
SMILES | FECH block
COCCN(CCc1ccncc1)C(=O)C1CCN(c2ccc(-c3cccs3)nn2)CC1 | i
CSc1cccc(NC(=O)CN2CCN(Cc3ccc(F)cc3Cl)S2(=O)=O)c1 | i
CCOc1ccc(N(Cc2nc3nc(C)cc(C)n3n2)C(=O)c2cccc([N+](=O)[O-])c2)cc1 | i
CC(C)(C)c1ccc(C(=O)NCCn2c(-c3ccccc3)nc3cccnc32)cc1 | i
O=C(Nc1nc2n(n1)C(c1ccccc1)C=C(c1ccccc1)N2)c1cccs1 (stereo unspecified) | i
CCOC(=O)c1cc2ccsc2n1CC(=O)Nc1cc(Cl)c(OC)cc1OC | i
Cc1ccc(NC(=O)[C@H]2C[C@H](C(=O)O)CN(Cc3cccc(F)c3C)C2)cn1 | i
CCOCCCNC(=O)C1CCN(c2ccc(-c3ccc(F)cc3)nn2)CC1 | i
COc1cc(N2CCOc3c(cc(-c4cccs4)cc3OC)C2)ncn1 | i
CNCC(=O)N(Cc1ccccc1OC)C(C)C | i
Cc1cccc(-c2cc(N3CCN(S(=O)(=O)Cc4ccccc4)CC3)ncn2)c1 | i
COc1cc(NCC(O)CN2CCCCCC2)ncn1 (stereo unspecified) | i
Cc1nc2nc(-c3ccccc3)nn2c(Sc2ccc(N)cc2)c1C | i
COc1cccc(CN(c2nc3nc(C)cc(C)n3n2)S(=O)(=O)c2ccc(C)cc2)c1 | i
CCc1ncc(C(=O)N(Cc2ccsc2)CC2CCCO2)cn1 (stereo unspecified) | i
CC(C)Cc1nc(CN(C)Cc2ccnc3ccccc23)no1 | i
C=C(C)COc1ccccc1C(=O)NCc1cc(-c2cccnc2)no1 | i
CC(C)CCNC(=O)C(=O)NCc1n[nH]c(=O)c2ccccc12 | i
O=S(=O)(NCc1nc2cccnc2n1Cc1ccc(F)cc1)c1ccc(F)c(Cl)c1 | i
CCCC(=O)Nc1cc(C)nn1-c1ncnc2c1cnn2-c1ccc(C)cc1C | i
Cc1ccc(NC(=O)CN2CCN(Cc3ccc(F)cc3)S2(=O)=O)cc1 | i
COc1ccccc1C(=O)Nc1ccccc1Sc1c(C)c(C)nc2ncnn12 | i
Cc1ccc(S(=O)(=O)CCNC(=O)CN2CCCN(C)CC2)cc1 | i
Cc1cc(N2CCOCC2)nc(N2CCN(S(=O)(=O)c3ccc(Oc4ccccc4)cc3)CC2)n1 | i
CNc1nc(CN2CCCC(N3CCCC3=O)C2)cs1 (stereo unspecified) | i

Later entries
SMILES | FECH block
O=C(CCN1CCCCO1)N(Cc1ccccc1)Cc1nccs1 | i
CSc1ccc(CCNC(=O)C2CCN(c3ncnc4c3nc3n4CCCCC3)CC2)cc1 | i
COC(=O)c1ccc(NS(=O)(=O)c2cc(N3C(=O)CCS3(=O)=O)ccc2C)cc1 | i
CC1(C)[C@@H]2CC[C@H](CNC(=O)c3cc(Cn4cnc5ccccc54)[nH]n3)[C@H]1C2 | i
CCOc1ccc(Nc2nc(NCc3ccccc3Cl)nc3c2cnn3-c2ccccc2)cc1 | i
CC1=CC(c2ccccc2)n2nc(NC(=O)c3ccc(F)cc3)nc2N1 (stereo unspecified) | i
O=C(NCC1COCCO1)c1ccccc1NC(=O)c1nsc2ccccc12 (stereo unspecified) | i
O=C(CN1CCN(Cc2ccc(Cl)cc2)S1(=O)=O)Nc1ccc2c(c1)OCO2 | i
Cc1cccc(-c2ncc(CNCCSC(C)(C)C)cn2)c1 | i
COCCn1c(CNS(=O)(=O)c2c(C)cc(C)cc2C)nc2cccnc21 | i
Cc1n[nH]c(C)c1CC(=O)NC1CCC(n2cnnc2)CC1 (stereo unspecified) | i
CCC1CCCCN1Cc1ccc(CNC(=O)C2CCCN(c3ncnc4c3nc3n4CCCCC3)C2)o1 (stereo unspecified) | i
CCSc1ccccc1C(=O)Nc1cc(C)nn1-c1ncnc2c1cnn2-c1ccc(Cl)cc1 | i
CCCN1CC(NC(=O)c2ccnc(C(C)C)n2)CC1=O (stereo unspecified) | i
Cc1nnc(SCC(=O)NCc2cc(-c3ccco3)on2)s1 | i
O=c1cc(CN2CCCCCC2)nc2nc(NCc3ccccc3)[nH]n12 | i
CC/C=C(\C)CN1CCC(CNC(=O)c2occc2C)C1 (stereo unspecified) | i
O=C(Nc1nc2n(n1)C(c1ccc(F)cc1)C=C(c1ccc(Cl)cc1)N2)c1ccc(F)cc1 (stereo unspecified) | i
Cc1nc(NC(=O)N2CCCN(C3CCCCC3)CC2)nn1C | i
CCn1cnnc1CN(C)C(=O)c1cc(COc2ccccc2F)[nH]n1 | i
O=C(Nc1nc2n(n1)C(c1ccc(F)cc1)C=C(c1ccc(Cl)cc1)N2)c1ccco1 (stereo unspecified) | i
Cc1c(-c2nccn2Cc2cccnc2)oc2ccccc12 | +
CCc1nnc(NC(=O)C2Cc3cc(S(=O)(=O)N4CCCCC4)ccc3N2C(C)=O)s1 (stereo unspecified) | i
C=CCN(C(=O)c1cc(CC(C)C)nn1C)C1CCS(=O)(=O)C1 (stereo unspecified) | i
COc1ccc(N2C(=O)CCS2(=O)=O)cc1S(=O)(=O)Nc1c(C)cc(C)cc1Cl | i

FECH block: entries above that show a hit.
SMILES | FECH block
CCCCOc1ccc(S(=O)(=O)N2CCN(c3nc(C)cc(N4CCCC4)n3)CC2)cc1 | +
CCn1c(=O)n(Cc2ccncc2)c(=O)c2cnc(-c3ccc(OC)cc3)nc21 | +
Cc1c(-c2nccn2Cc2cccnc2)oc2ccccc12 | +

The results go on:
SMILES | FECH block
Cc1ccnc(C(NC(=O)c2ccc(O)c(Cl)c2)C2CC2)c1 (stereo unspecified) | i
COc1ccccc1N1CC(NC(=O)c2cnn3ccn(C)c23)CC1=O (stereo unspecified) | i
COc1ccc(Cl)cc1S(=O)(=O)Nc1cnc(N(CC(C)C)CC(C)C)c(C(=O)O)c1 | i
CCCOc1ccc(-c2nc(C(N)=O)c3c(n2)n(-c2ccc(F)cc2)c(=O)n3C)cc1OCC | i
C=CCn1cc(CN2CCC(c3ccnc(-c4cccc(O)c4)c3)C2)c(C)n1 (stereo unspecified) | i
COc1ccccc1CN(C(=O)c1cccc(NC(C)=O)c1)C1CC1 | i
CN(Cc1cnc2c(-c3ccccc3)cnn2c1)Cc1cccc2ncccc12 | i
O=C(NC1CC(=O)N(CCc2ccccc2)C1)c1cccc(-n2cnnc2)c1 (stereo unspecified) | i
CCCN(Cc1ccc(OC)cc1)C(=O)c1ccc(C(C)=O)s1 | i
O=C(O)c1cc(-c2cccc3cccnc23)cs1 | i
Cc1c(C(=O)N2Cc3cnc(C(C)(C)C)nc3C2)cnc2ccnn12 | i
NS(=O)(=O)c1ccc(NC(=O)c2nc(SCc3ccccc3F)ncc2Cl)cc1 | i
Cc1ccc(-c2coc(-c3cccc(N(S(C)(=O)=O)S(C)(=O)=O)c3)n2)cc1 | i
COc1ccc(-c2ncc3c(=O)n(Cc4ccc(F)cc4)c(=O)n(C)c3n2)cc1 | i
COC(=O)[C@]1(C)N[C@H](c2csc(-c3ccccc3)n2)[C@@H]2C(=O)N(C)C(=O)[C@@H]21 | i
Cc1cccc(Cn2c(CNS(=O)(=O)c3ccccc3Cl)nc3cccnc32)c1 | i
Cc1nc(CCNC(=O)c2cn[nH]n2)nc2c1CCCC2 | i
Cc1ccc(-c2nc(CSc3nc(C)cc(=O)[nH]3)c(C)o2)cc1 | i
COc1ccc(Cl)cc1Nc1cc(-c2ccc(C)cc2)nc(C)n1 | i
COc1cc2c(cc1C1CC(=O)Nc3[nH]ncc31)CCC2 (stereo unspecified) | i
COc1cccc2ccc(CN3CCCN(C)C4(CCN(C)CC4)C3)nc12 | i
CCCCNC(=O)C1CCCN(c2ccc(-c3cccc(C)c3)nn2)C1 (stereo unspecified) | i
COCCn1c(CNS(=O)(=O)c2ccc(F)cc2)nc2cccnc21 | i
CCn1cc(CN(Cc2ccoc2)CC(C)C)cn1 | i
